From PubChem
HCMV antiviral: blocks human cytomegalovirus replication; actives 4.5% (n = 410,000); HFF cells, HCMV-luciferase reporter, 72 h; active compounds read low; activity change, negative = inhibition, % at 57.5 µM; AID 1259415; in the data active = activity change below about -60%; inconclusive = no clear call, values can overlap the other calls; inactive = above about -39%
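Screen run at 2 compound doses on HFFs infected with reporter HCMV, MOI 1 PFU/cell. Luciferase activity from cell lysates at 72 h post infection gave inhibition relative to buffer-only and Salinomycin wells.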
* hit, by the source's call; ? = inconclusive. % is set by controls: 0 for no effect and ±100 for the full control effect. These rows are one share of the data. The share of hits here may be higher or lower than overall.

SMILES	HCMV antiviral
COC(=O)c1ccc2nc(-c3ccc(C)cc3)c(Cc3ccccc3OC)n2c1	-4.4
Cc1ccc(S(=O)(=O)N2C[C@@H](C)[C@]3(C2)[C@H](O)[C@H](OC(=O)NCc2ccccc2)C[C@H]2C(=O)N(c4ccccc4)C(=O)[C@H]23)cc1	31.8
CSCCC(c1nnnn1C1CCCC1)N1CCN(C/C=C/c2ccccc2)CC1 (stereo not drawn)	-8.2
CS(=O)(=O)N1CCCCC1c1cc(C(=O)Nc2cccc3c2CCCC3)no1 (stereo not drawn)	7.6
CC1(C(=O)NS(=O)(=O)c2cccc(C#N)c2)CCN1C(=O)Cc1ccccc1Cl (stereo not drawn)	-13.2
COc1ccc2c(CN3CCN(c4ccc(Cl)c(Cl)c4)CC3)cc(=O)oc2c1	-18.0
CCCCNC(=O)C(NC(=O)c1cccc2ccccc12)C(=O)c1ccccc1 (stereo not drawn)	-7.6
COc1ccccc1N(C(C)=O)C1=C(Cl)C(=O)c2ccccc2C1=O	?
CCOC(=O)[C@]12CCCC=C1N(Cc1ccc(Cl)cc1Cl)C(=O)[C@H](CC(=O)NCC1CCCCC1)C2	-12.6
CCCCC1Cc2[nH]c(=S)[nH]c(=O)c2C(c2ccc(Cl)cc2)O1 (stereo not drawn)	-15.2
COc1ccccc1C=C1CCc2ccccc2C1=O	15.1
CC(=O)c1ccc(NC(=O)CN2CCN(S(=O)(=O)c3ccc4c(c3)OCCO4)CC2)cc1	12.8
c1ccc(CSc2nnc(NC3CCCCC3)s2)cc1	107.6
CC(=O)NC(C)(c1ccccc1)c1nc(-c2ccc(S(C)(=O)=O)cc2)cs1 (stereo not drawn)	7.2
COC(=O)c1cccc(NC(=O)c2ccc(S(=O)(=O)N(C)c3ccccc3OC)cc2)c1	28.8
O=c1c(-c2ccccc2)cocc1-c1ccccc1	-39.5
CN(C)Cc1ccc(-c2nc3cccc4c3n2CCNC4=O)cc1	?
CC(C)c1ccc(NC(=O)c2cc(-c3cc(F)ccc3OCC3CCCO3)n[nH]2)cc1 (stereo not drawn)	-39.9
COC(=O)[C@]12CCCCC=C1N(Cc1ccco1)C(=O)[C@H](CC(=O)NCCc1ccccc1OC)C2	15.3
O=C(NCCN1CCNC1=O)c1ccc2sc([C@@H]3O[C@H](CO)[C@H](O)[C@H](O)[C@H]3O)nc2c1	-12.2

Entries above that contain an aryl methoxy group, in the order listed:
SMILES	HCMV antiviral
COC(=O)c1ccc2nc(-c3ccc(C)cc3)c(Cc3ccccc3OC)n2c1	-4.4
COc1ccc2c(CN3CCN(c4ccc(Cl)c(Cl)c4)CC3)cc(=O)oc2c1	-18.0
COc1ccccc1N(C(C)=O)C1=C(Cl)C(=O)c2ccccc2C1=O	?
COc1ccccc1C=C1CCc2ccccc2C1=O	15.1
COC(=O)c1cccc(NC(=O)c2ccc(S(=O)(=O)N(C)c3ccccc3OC)cc2)c1	28.8
COC(=O)[C@]12CCCCC=C1N(Cc1ccco1)C(=O)[C@H](CC(=O)NCCc1ccccc1OC)C2	15.3

New compounds follow:
SMILES	HCMV antiviral
O=C(CCCn1c(=S)[nH]c2cc3c(cc2c1=O)OCO3)NCCc1ccc(Cl)cc1	-73.7*
O=C(NCCc1ccccc1)c1cccc2c(-c3ccc(F)c(F)c3)coc12	14.4
C[C@@H]1CN([C@H](C)CO)C(=O)c2c(c3ccccc3n2C)-c2ccccc2CO[C@H]1CN(C)C(=O)c1cc(Cl)cc(Cl)c1	26.7
C[C@H](CO)N1C[C@H](C)[C@@H](CN(C)C(=O)C2CCOCC2)Oc2ncc(Br)cc2C1=O	-13.3
COc1cccc(CN2CCC2(C)C(=O)Nc2cccc(Oc3ccccc3)c2)c1F (stereo not drawn)	-23.9
CCOC(=O)C1CCCN(C(=O)c2ccc(OC)cc2)CC1 (stereo not drawn)	-23.0
O=c1[nH]c2ccccc2n1C1CCN(C(c2cccs2)c2nnnn2Cc2ccccc2)CC1 (stereo not drawn)	-95.9*
COc1ccc(N2c3ccccc3CN(Cc3ccccc3)[C@@H](C)[C@H]2Cc2cccnc2)cc1	-38.3
CCc1ccc2c(c1)NC(=O)C2(C)Cc1ccccc1OC (stereo not drawn)	-71.1*
CC1(C(=O)Nc2ccc(F)c(Cl)c2)Cc2c(-c3ccccc3)ccnc2O1 (stereo not drawn)	-22.4
Fc1ccc(-c2nc3c4ccccc4ccn3c2Cc2cccc(F)c2)cc1	55.0
CCOC(=O)C1(C)CCCN(C(=O)c2cccs2)C1 (stereo not drawn)	-15.2
CCC(CO)Nc1ccn2nc(-c3cccc(Cl)c3)cc2n1 (stereo not drawn)	113.7
CCCCn1nc2ccccc2c1OCC	-7.9
CC1OC2CC(=O)OC2C2=C1C(=O)c1c(O)cccc1C2=O (stereo not drawn)	-106.4*
CC1(C)CC(=O)C=C(c2ccc(COC(=O)c3ccccc3)cc2)C1=O	0.6
CCOC(=O)N1CCN(C(=O)C[C@@H]2C[C@@]3(C(=O)OCC)CCCC=C3N(Cc3ccco3)C2=O)CC1	12.2
O=C(Nc1ccc(-c2nc3ccccc3[nH]2)cc1)C1CCCN(Cc2ccn[nH]2)C1 (stereo not drawn)	16.8
Cn1c(=O)c2cc(NC(=S)NCc3ccccc3F)ccc2n1Cc1ccccc1	-20.4
COc1ccc(OC)c(CN2C(=O)c3ccccc3C2c2nnnn2Cc2ccccc2)c1 (stereo not drawn)	-11.3
CC(C)(C)CC(C)(C)c1ccc(O)c(-n2nc3ccccc3n2)c1	-4.3
C[C@@H]1CN([C@H](C)CO)C(=O)c2c(c3ccccc3n2C)-c2ccccc2CO[C@H]1CN(C)Cc1ccc(-c2ccccc2)cc1	29.6
COc1ccc(C(=O)C(=NN)c2ccccc2)cc1	-6.4
CCOc1ccc(-c2cc(C(=O)NCc3cc(C(F)(F)F)cc(C(F)(F)F)c3)[nH]n2)c(C)c1	-21.9
CCCOc1ccc(F)cc1-c1cc(C(=O)Nc2ccc(C(C)C)cc2)[nH]n1	?
CCCCNC(=O)C[C@@H]1C[C@@]2(C(=O)OCC)CCCC=C2N(CCc2ccc(OC)c(OC)c2)C1=O	-0.7
NC(Cc1ccccc1)c1csc(Nc2cc(Oc3ccccc3)ncn2)n1 (stereo not drawn)	17.5
CS(=O)(=O)c1cccc(Nc2cc3c(cn2)cc(-c2ccccc2)n3Cc2ccccc2)c1	15.1
COCCNC(=O)C1(C)CCCN(Cc2cc(-c3ccccc3)n(C)n2)C1 (stereo not drawn)	10.1
CCc1nc2ccc(C(=O)NCc3cccs3)cn2c1N(CC)CCOC	-4.1
Cn1nc(C(C)(C)C)cc1NC(=O)C1(C)CCN1C(=O)C1(c2ccccc2)CC1 (stereo not drawn)	-28.6
C=C[C@@H](c1ccccc1)[C@](C)(O)C(=O)O	-36.9
CCCCNC(=O)c1nc(-c2ccncc2)oc1-c1ccccc1	6.6
COc1cc(NC(C)CCCN)c2nc(C)ccc2c1Oc1ccc(F)cc1 (stereo not drawn)	16.7
CCCN1CCC(C)(C(=O)Nc2ccccc2Oc2ccccc2)C1 (stereo not drawn)	?
Cc1cc(C)cc(C(O)c2ncc(-c3ccccc3Cl)[nH]2)c1 (stereo not drawn)	28.0
Cn1c(=O)c2cc(NC(=O)CCc3cccnc3)ccc2n1Cc1cccc(C(F)(F)F)c1	-26.6
COc1cccc(C(C)(O)c2nc(-c3cc(F)cc(F)c3)cs2)c1 (stereo not drawn)	-15.9
COc1ccccc1-c1cc(NC=O)c2ncc(-c3cccc(C(F)(F)F)c3)n2c1	25.5
CC1Oc2ccc(C#N)cc2N(Cc2cccc(F)c2)C1=O (stereo not drawn)	-11.4
C[C@H](CO)N1C[C@H](C)[C@H](CN(C)S(=O)(=O)c2ccccc2F)OCc2cnnn2CCCC1=O	10.4
OC(c1cccc(CN2CCCCC2)c1)c1ncc(-c2cccc(C(F)(F)F)c2)[nH]1 (stereo not drawn)	35.7
CSc1nc2ccc(NC(=O)CS(=O)(=O)c3ccccc3)cc2s1	-26.3
COc1ccc(N2CC(C)(C)C[C@@H]2/C=C/C(=O)OC(C)(C)C)cc1	-12.8
Cc1cccc(S(=O)(=O)NC(=O)C2(C)CCN2C(=O)CC2CCCCC2)c1 (stereo not drawn)	-2.2
COc1cc(/C=C/C(=O)OCC(=O)Nc2ccc3[nH]c(=O)[nH]c3c2)ccc1OC(F)F	14.5
COc1ccc(NC(=O)CSc2nnc3n2CCCCC3)cc1OC	7.2
Cc1cc2nc(C(C)(C)C)c(Cc3cccc(F)c3)n2c(C)c1Br	31.0
Nc1nc(-c2ccc(Cl)cc2)cs1	51.6
CCc1nc2c(OCC(=O)c3ccc(Cl)cc3Cl)cccn2c1N(C)C(=O)c1ccncc1	-19.2
Cc1ccc([C@H]2C[C@]34CN(Cc5ccccc5)S(=O)(=O)[C@H]3C[C@H]2O4)cc1	-88.4*
CCOC(=O)[C@]12CCCC=C1N(Cc1cccc3ccccc13)C(=O)[C@H](CC(=O)N1CCCC1)C2	-7.9
CCCNC(=O)C1(C)CCN(C(=O)c2ccc3c(c2)CCO3)C1 (stereo not drawn)	-17.2
COCOCCn1cc(CN2CCS(=O)(=O)N(Cc3ccc(-c4cccc(CO)c4)cc3)C(CC(C)C)C2=O)nn1 (stereo not drawn)	-2.7
CCc1nc2ccc(C(=O)N3CCCCC3)cn2c1N(C)CCCc1ccccc1	-0.8
CSc1ccc(Cn2c(C)c(C(=O)NCc3cccc(C)c3)sc2=O)cc1	-66.9*
COc1ccc(CNC(=O)c2sc(=O)n(Cc3ccc(-c4ccccc4)cc3)c2C)cc1OC	?
C[C@@H]1CN([C@H](C)CO)C(=O)CCCn2nncc2CO[C@@H]1CN(C)C(=O)Cc1ccccc1	11.8
O=S(=O)(c1cccnc1)N1CCCC(Nc2ccc(F)c(F)c2)C1 (stereo not drawn)	-17.2
Cc1ccc(S(=O)(=O)NN=C2CC(C)(C)OC2(C)C)cc1	14.7

New compounds follow.
SMILES	HCMV antiviral
COc1cccc(-c2cnc(C(O)c3ccccc3)[nH]2)c1 (stereo not drawn)	-21.2
COc1ccc(NC(=O)c2cc(C3CCCCN3C(=O)Cc3ccc(N(C)C)cc3)on2)c(C)c1 (stereo not drawn)	-28.6
CCOC(=O)N(C)c1c(CC)nc2c(OCc3cccc(Cl)c3)cccn12	-10.4
CC(=O)Nc1nc2[nH]ccc2c(=O)[nH]1	-24.6
CN(Cc1ccccc1)[C@@H]1CC[C@@]23CCCN2C(=O)CCC[C@H]3[C@H]1Cc1ccccc1	30.1
CCOC(=O)[C@]12CCCC=C1N(CCC1=CCCCC1)C(=O)[C@H](CC(=O)NCCc1ccccc1OC)C2	-20.0
Clc1cccc(Cl)c1NC1=NCCS1	-2.8
O=Nc1c(O)cc(O)c2ccccc12	13.3
O=C(NCCO)c1cccc(-c2cccc3nccn23)c1	95.6
O=C(Nc1ccc(F)cc1)C(c1ccccc1)N1CCN(c2cccc(C(F)(F)F)n2)CC1 (stereo not drawn)	16.0
N#Cc1ccccc1S(=O)(=O)NC(=O)[C@H]1O[C@@H](n2cnc3c(N)ncnc32)[C@H](O)[C@@H]1O	-16.5
C[C@H](CO)N1C[C@H](C)[C@H](CN(C)Cc2ccncc2)OCc2ccccc2-c2c(n(C)c3ccccc23)C1=O	-1.0
CSc1ccc(OC2(C)CCN(Cc3ccc(-c4ccccn4)cc3)C2)cc1 (stereo not drawn)	12.2
COCCN(C(=O)c1ccco1)c1nc(-c2ccc(OC)cc2)cs1	25.3
CCCCNC(=O)C(NC(=O)c1ccc(C)cc1)C(=O)c1ccccc1 (stereo not drawn)	-27.0
CC(C)C[C@H]1CN(CCCC[C@H]2CNC(=O)C(=O)N2Cc2ccccc2)C(=O)C(=O)N1CCC1CCCCC1	-17.5
Cc1ccn2c(=O)c(NC(=O)c3ccc4c(c3)OCO4)c(C)nc2c1	-11.7
C#CCNC(=O)C[C@@H]1C[C@@]2(C(=O)OC)CCCCC=C2N(Cc2cccc3ccccc23)C1=O	1.8
OC[C@@H]1CN(Cc2ccco2)C[C@H](n2cnc3c(N4CCOCC4)ncnc32)O1	-11.8
CC1CCCc2cc(OS(=O)(=O)C(F)(F)F)ccc2OC(=O)CC1 (stereo not drawn)	-4.5
COc1ccc(Cc2c(-c3ccc(F)cc3)nc3c(C)cc(Br)cn23)c(C)c1	102.1
O=C1COCc2ccc(-c3ccc(Cl)cc3)cc2N1CCN1CCOCC1	-8.7
C[C@H](NC(=O)/C=C/[C@H]1O[C@@H](n2ccc(=O)[nH]c2=O)[C@H](O)[C@@H]1O)C(=O)O	22.5
COc1ccc(NC(=O)Nc2ccc3c(c2)C(=O)N([C@H](C)CO)C[C@@H](C)[C@@H](CN(C)C(=O)C2CCCCC2)OCCCC[C@H](C)O3)cc1	18.2
Cc1cnc(C)c(Nc2nc(C(N)CCc3ccccc3)cs2)n1 (stereo not drawn)	-13.3
Fc1ccc(-c2nc3ccc(Cl)cn3c2Cc2cccc(Cl)c2)cc1	11.8
N#C/C(=C\c1cccn1S(=O)(=O)c1cccc([N+](=O)[O-])c1)S(=O)(=O)c1ccc(F)cc1	9.5
COc1ccccc1CN(C)C[C@H]1OCc2cnnn2CCCC(=O)N([C@@H](C)CO)C[C@@H]1C	-9.9

Two of the compounds above, as labelled records:
O=S(=O)(c1cccnc1)N1CCCC(Nc2ccc(F)c(F)c2)C1 (stereo not drawn)
  HCMV antiviral = -17.2
Cc1ccc(S(=O)(=O)NN=C2CC(C)(C)OC2(C)C)cc1
  HCMV antiviral = 14.7
